Assay outcomes from PubChem BioAssay.
PfHsp40 rescue = rescue of yeast from PfHsp40 toxicity, primary screen, S. cerevisiae, ATP luminescence | 340,000 compounds, 0.68% hits | S. cerevisiae expressing PfHsp40, growth rescue | growth rescue, % at 12.5 µM | AID 504582, 2011; in the data active means growth rescue above about 28%, passing the limit was not always enough; inconclusive means no clear call, values can overlap the other calls;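 further: yeast W303a lacking pdr1 and pdr3 grown in galactose medium; growth measured after three days at 30 °C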
Y pestis TopoI = Yersinia pestis topoisomerase I inhibitors, primary screen, biochemical, cleavage product accumulation, plate reader, single point; activity, % at 10 µM; 360,000 compounds, 0.064% hits; AID 504884, 2011; Y. pestis Topo-I cleavage product accumulation; DNA topoisomerase I (Yersinia pestis CO92); in the data active means activity above about 50%, passing the limit was not always enough; inconclusive means no clear call, values can overlap the other calls; further: inactives centre near 2
TcdB GH inh = TcdB glycohydrolase inhibitors, primary screen, biochemical, single point, plate reader; TcdB glycohydrolase enzymatic assay; Toxin B (Clostridioides difficile), P18177; inhibition, % at 9.99 µM; AID 652162, 2013; 350,000 compounds, 0.24% hits; in the data active means inhibition above about 10%
Vc quorum ag = inducers of Vibrio cholerae quorum light production without autoinducers, primary screen, BH1578 luxS cqsA deficient, single point; 350,000 compounds, 0.16% hits; V. cholerae BH1578 lux reporter, luminescence, 6 h; activation, % at 18.7 µM; in the data active means activation mostly above about 9.7%, no sharp cut-off; inconclusive means no clear call, values can overlap the other calls; inactive means mostly below about 3.7%; further: not every result past the cut was called active; inactives centre near 0; reference of the scale not given here
GDH-TPI inh = GDH-TPI coupling enzyme inhibitors, primary screen, artefact control for M. tuberculosis FBA inhibitor project, biochemical, absorbance, full deck; GDH-TPI coupled enzyme counterscreen, NADH absorbance; inhibition, % at 4.8 µM; 360,000 compounds, 1.2% hits; AID 588335, 2011; in the data active means inhibition above about 30%;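 further: 0% = DMSO wells and 100% = wells lacking the enzyme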
Mtb BioA inh = M. tuberculosis BioA enzyme inhibitors, primary screen, biochemical, plate reader, single point, HTS; 7,8-diaminopelargonic acid synthase BioA (Mycobacterium tuberculosis); purified M. tuberculosis BioA enzyme; inhibition, % at 9.99 µM; 360,000 compounds, 0.096% hits; AID 602481, 2012; in the data active means inhibition above about 40%; inconclusive means no clear call, values can overlap the other calls
Mtb FBA inh = Mtb FBA enzyme inhibitors, primary screen, biochemical, fluorescence, strain H37Rv; Fructose-bisphosphate aldolase (Mycobacterium tuberculosis (strain ATCC 25618 / H37Rv)), …; purified M. tuberculosis FBA, fluorescence read-out; inhibition, % at 1 µM; 360,000 compounds, 2.3% hits; in the data active means inhibition above about 27%;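 further: 0% = vehicle and 100% = reference inhibitor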
Target sequence (P9WQA3 whole entry, looked up): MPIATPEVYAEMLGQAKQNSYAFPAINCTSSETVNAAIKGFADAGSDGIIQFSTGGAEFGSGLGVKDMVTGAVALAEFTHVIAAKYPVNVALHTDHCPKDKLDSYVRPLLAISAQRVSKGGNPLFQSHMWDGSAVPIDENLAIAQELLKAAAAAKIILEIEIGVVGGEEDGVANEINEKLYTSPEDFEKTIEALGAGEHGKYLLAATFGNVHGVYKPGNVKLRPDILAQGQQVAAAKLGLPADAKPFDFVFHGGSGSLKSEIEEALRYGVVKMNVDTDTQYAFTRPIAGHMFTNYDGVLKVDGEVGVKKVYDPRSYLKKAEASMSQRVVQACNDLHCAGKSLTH
FadD28 FP inh = inhibitors of FadD28 bisubstrate probe binding, primary screen, biochemical, fluorescence polarization, single point; Mycobacterium tuberculosis FadD28 fatty-acid-AMP ligase; inhibition, % at 12.5 µM; 360,000 compounds, 0.22% hits; AID 588549, 2011; in the data active means inhibition above about 8.5%, passing the limit was not always enough; inconclusive means no clear call, values can overlap the other calls
UGM FP inh = M. tuberculosis UGM enzyme inhibitors, primary screen, biochemical, fluorescence polarization, single point; UDP-galactopyranose mutase (Mycobacterium tuberculosis (strain ATCC 25618 / H37Rv)), …; 320,000 compounds, 0.06% hits; purified UGM, fluorescence polarization probe displacement; inhibition, % at 10 µM; in the data active means inhibition above about 10%, passing the limit was not always enough; inconclusive means no clear call, values can overlap the other calls
Target sequence (P9WIQ1 whole entry, looked up): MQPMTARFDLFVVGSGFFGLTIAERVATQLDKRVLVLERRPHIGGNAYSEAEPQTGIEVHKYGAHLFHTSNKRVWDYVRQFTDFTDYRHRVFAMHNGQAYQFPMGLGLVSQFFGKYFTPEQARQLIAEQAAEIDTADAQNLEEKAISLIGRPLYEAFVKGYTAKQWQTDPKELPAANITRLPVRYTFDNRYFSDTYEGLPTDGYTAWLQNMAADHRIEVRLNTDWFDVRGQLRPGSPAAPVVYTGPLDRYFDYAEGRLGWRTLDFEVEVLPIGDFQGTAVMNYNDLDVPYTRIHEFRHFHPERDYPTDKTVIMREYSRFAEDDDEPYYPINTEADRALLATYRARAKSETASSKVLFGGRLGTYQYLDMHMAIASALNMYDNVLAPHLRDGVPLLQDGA
Active calls of the source: *; i = inactive; ? = inconclusive; . = no result given.

SMILES | PfHsp40 rescue | Y pestis TopoI | TcdB GH inh | Vc quorum ag | GDH-TPI inh | Mtb BioA inh | Mtb FBA inh | FadD28 FP inh | UGM FP inh
O=C(CN1CCc2cc3c(cc2C1)OCCCO3)Nc1ccccc1 | -0.4 | 4 | -0.8 | -0.6 | 9 | -0.3 | 5 | 0.1 | 3.0
COc1ccc(Oc2nc3c(c(=O)n(C)c(=O)n3C)n2Cc2cccc(OC)c2)cc1 | 14 | 5 | . | i | 3 | 0.4 | 2 | -0.6 | 2.9
CCC1NC(=O)c2cccnc2-n2c1nc1ccc(F)cc1c2=O (stereo unspecified) | . | 5 | -0.7 | -0.4 | 11 | -0.8 | -1 | -0.5 | .
COc1ccc(-n2nnnc2C(c2cccc3ccccc23)N2CCC(n3c(=O)[nH]c4ccccc43)CC2)cc1 (stereo unspecified) | . | . | 0.7 | . | . | 0.4 | -2 | -5.0 | .
Cc1ccc(S(=O)(=O)N2CCOC2CNC(=O)C(=O)NCc2ccccn2)cc1 (stereo unspecified) | -0.6 | 9 | -11 | 1.5 | -1 | -0.5 | 2 | -0.5 | -3.4
O=S(=O)(NCCc1c[nH]c2ccccc12)c1ccc(F)cc1 | -0.6 | 4 | 1.2 | -0.6 | 3 | 0.2 | -2 | -1.5 | .
O=C(C1CCC(CNS(=O)(=O)c2cccc3nsnc23)CC1)N1CCN(c2ccccn2)CC1 (stereo unspecified) | 2.1 | 31 | 0.5 | -0.2 | 2 | . | 0 | -3.4 | 0.5
CCCOn1c(OCC(C)C)nc2ccccc2c1=O | -0.1 | 3 | . | 7.1 | -2 | -2.6 | -2 | -0.5 | -1.3
CCN(CC(=O)NCc1ccc(Cl)cc1)C(=O)Cc1ccc(OC)cc1 | 1.0 | 2 | -1.0 | -3.8 | -3 | 0.4 | 0 | -2.3 | -2.9
COc1cccc(-c2ocnc2C(=O)Nc2ccc(N3CCOCC3)cc2N2CCOCC2)c1 | 3.2 | 20 | 1.4 | -0.3 | 2 | -0.2 | 0 | -0.3 | -2.9
Cc1ccccc1N1C(S)=C(C#N)C(=O)NC1c1cccs1 (stereo unspecified) | 0.7 | 1 | . | 0.3 | 6 | 1.5 | -7 | -1.6 | -2.4
CC(OC(=O)c1ccc2noc(-c3ccccc3)c2c1)C(N)=O (stereo unspecified) | -0.7 | -10 | 0.8 | -1.5 | 5 | -1.5 | 0 | -2.3 | 1.0
CC(=O)Nc1ccc2c(c1)C(=O)c1cccc(C(=O)O)c1-2 | 1.6 | 3 | -1.6 | -1.1 | 3 | . | -3 | -3.2 | .
CC(C)(CC(=O)O)CC(=O)NNc1ncccc1C#N | -0.4 | 4 | -0.1 | -0.6 | -6 | -3.2 | 2 | -3.3 | 1.4
Cc1ccccc1Nc1n[nH]c(=S)s1 | . | 1 | 2.1 | i | 2 | -1.6 | 2 | -0.9 | .

Single entries from the results shown:
`CC(OC(=O)c1ccc2noc(-c3ccccc3)c2c1)C(N)=O` (stereo unspecified) | FadD28 FP inh: -2.3
`Cc1ccccc1N1C(S)=C(C#N)C(=O)NC1c1cccs1` (stereo unspecified) | GDH-TPI inh: 6
`COc1cccc(-c2ocnc2C(=O)Nc2ccc(N3CCOCC3)cc2N2CCOCC2)c1` | Mtb BioA inh: -0.2

Not a retest: four of the compounds above.
SMILES | PfHsp40 rescue | Y pestis TopoI | TcdB GH inh | Vc quorum ag | GDH-TPI inh | Mtb BioA inh | Mtb FBA inh | FadD28 FP inh | UGM FP inh
O=C(CN1CCc2cc3c(cc2C1)OCCCO3)Nc1ccccc1 | -0.4 | 4 | -0.8 | -0.6 | 9 | -0.3 | 5 | 0.1 | 3.0
COc1ccc(Oc2nc3c(c(=O)n(C)c(=O)n3C)n2Cc2cccc(OC)c2)cc1 | 14 | 5 | . | i | 3 | 0.4 | 2 | -0.6 | 2.9
CCC1NC(=O)c2cccnc2-n2c1nc1ccc(F)cc1c2=O (stereo unspecified) | . | 5 | -0.7 | -0.4 | 11 | -0.8 | -1 | -0.5 | .
COc1ccc(-n2nnnc2C(c2cccc3ccccc23)N2CCC(n3c(=O)[nH]c4ccccc43)CC2)cc1 (stereo unspecified) | . | . | 0.7 | . | . | 0.4 | -2 | -5.0 | .

Carrying on.
SMILES | PfHsp40 rescue | Y pestis TopoI | TcdB GH inh | Vc quorum ag | GDH-TPI inh | Mtb BioA inh | Mtb FBA inh | FadD28 FP inh | UGM FP inh
Cn1c(/C(C#N)=C(\O)c2ccc(S(=O)(=O)N3CCCCC3)cc2)nc2ccccc21 | 0.1 | -3 | 0.2 | i | 5 | -1.3 | 4 | -0.5 | 0.8
c1ccc([C@H]2CN3CCSC3=N2)cc1 | 0.3 | 2 | 0.0 | i | -3 | 0.7 | 0 | -3.8 | 1.1
O=C(N/N=C/c1c[nH]c2ccc(Br)cc12)c1ccn(Cc2ccc(Cl)cc2Cl)n1 | -0.5 | -7 | . | i | 15 | -0.3 | 3 | -5.4 | 0.4
COc1cc(C2SCC(=O)N2CCCN(C)C)cc(OC)c1OC (stereo unspecified) | -1.2 | -8 | . | 2.1 | 12 | . | 2 | -1.7 | -2.8
CCOC(=O)N1CCC(N2Cc3cccc(C(=O)Nc4ccc(OC)c(OC)c4)c3C2=O)CC1 | 2.8 | 14 | -5.9 | -1.5 | 13 | 6.1 | 1 | -0.2 | -1.4
Cc1ccc(CNC(=O)Cn2cnc3c(NC(=O)OCc4ccccc4)ncnc32)o1 | -1.1 | -1 | -0.8 | i | 6 | -1.0 | 3 | -0.7 | -2.3
COc1ccc(N(CC(=O)NC2CCCCC2)C(=O)CNC(=O)c2ccco2)c(OC)c1 | -0.7 | 18 | . | 17* | -5 | 2.8 | 3 | -1.0 | 2.4
COC(CNc1ccc([N+](=O)[O-])c(NCC(OC)OC)c1C#N)OC | 12 | -5 | 0.4 | 0.1 | 2 | -1.7 | -7 | -3.2 | -0.3
COc1ccc(CNC(=O)C2CCCN(S(=O)(=O)c3ccc4c(c3)CCCN4C(C)=O)C2)cc1 (stereo unspecified) | -0.5 | 30 | -1.1 | i | -12 | 0.0 | 1 | -6.5 | 2.4
CCS(=O)(=O)N1CCC(NC(=O)C2CCCCC2)CC1 | -1.8 | 2 | . | i | 9 | -2.0 | 1 | -0.9 | 0.6
COC(=O)NNC(=O)Cc1cccc2ccccc12 | 0.8 | 2 | 0.7 | -0.4 | -6 | -0.8 | 0 | -4.2 | -1.3
O=C1C2C3C=CC(C3)C2C(=O)N1c1ccc2ccccc2c1 (stereo unspecified) | 0.4 | -15 | -0.2 | i | -2 | -1.4 | 2 | -2.3 | -0.5
CCCC(CCC)n1[nH]c(=O)c2c(C)cc(C)nc21 | -0.8 | 5 | . | -0.9 | 3 | . | 3 | 0.2 | 2.4
O=C(NC1CCS(=O)(=O)C1)c1cccc(S(=O)(=O)N2CCCC2)c1 (stereo unspecified) | 0.7 | -7 | -0.2 | -0.5 | 5 | -0.3 | 3 | -3.3 | 0.1
CSc1nc2ccccc2n1CC(=O)Nc1c(C)n(C)n(-c2ccccc2)c1=O | 0.3 | -3 | . | i | -13 | 0.1 | 0 | -4.0 | 1.3
COc1ccc(C(=O)NCc2nnc(SCC(=O)Nc3nnc(C)s3)o2)cc1OC | -0.9 | 4 | -4.0 | -3.1 | 12 | 0.3 | 3 | 0.4 | 0.2
CN(CC(=O)Nc1ccccc1Br)C(=O)C(Cc1ccccc1)NC(=O)c1ccccc1 (stereo unspecified) | 0.2 | 24 | 2.0 | -0.8 | 2 | 1.4 | 0 | -4.0 | 0.0
Cc1cccc(C(C)C)c1NC(=O)CSc1ncnc2[nH]ncc12 | 1.2 | 0 | 1.2 | i | 1 | -1.0 | 0 | -5.1 | 0.8
CCc1c(C#N)c(SCCC(=O)Nc2ccc(OC)cc2)nc2c1C(=O)CC(C)(C)C2 | 2.2 | 22 | . | i | 12 | -0.6 | 2 | -0.4 | 1.0
Cc1nc2nc(SCC(=O)Nc3cccc(F)c3)[nH]c2cc1Br | -0.5 | 5 | 1.0 | -4.2 | 6 | . | -2 | -2.9 | 0.8
CC(=O)NC1=NN(C(C)=O)C(C)(CS(=O)(=O)c2ccc(Cl)cc2)S1 (stereo unspecified) | -0.7 | 0 | . | i | 10 | -2.0 | -1 | -0.2 | 2.8
CC(=O)c1cnn(-c2ccccc2)c1C | -1.1 | 2 | 0.9 | i | 4 | . | 1 | -2.1 | -1.9
O=C(c1ccnc(Cl)c1)N1CCCC(Nc2ccc(F)cc2)C1 (stereo unspecified) | -1.3 | 8 | 1.3 | -0.8 | -7 | 9.5 | 0 | 1.7 | -0.6
COc1cc(/C=N/NC(=O)NC23CC4CC(CC(C4)C2)C3)ccc1OCC(N)=O | 0.7 | 21 | 1.1 | i | -9 | 0.7 | -5 | 1.2 | -2.1
Cc1ccc2cc(C3CC(c4ccco4)=NN3S(=O)(=O)c3ccccc3)c(Cl)nc2c1 (stereo unspecified) | -0.5 | 10 | 0.9 | i | 10 | -2.8 | 2 | 1.3 | -2.7
CN(C(=O)c1cccc(NC(=O)Cc2ccc(NC(=O)C3CCN(C(=O)C4CCCC4)CC3)cc2)c1)C1CC1 | 0.2 | 20 | 1.3 | i | 4 | 0.6 | -3 | -1.4 | .
CN(C#N)c1nc(N2CCOCC2)nc(N2CCOCC2)n1 | -1.4 | -1 | . | -0.6 | 11 | -0.1 | 5 | 1.3 | 1.0
COc1ccc(CCNC(=O)CCCCCN2C(=O)[C@@H]3Cc4ccccc4CN3C2=O)cc1OC | 0.7 | 30 | 2.2 | -0.3 | -4 | 1.4 | 1 | 0.7 | -1.0
O=C(OCC(=O)c1cccs1)c1ccccc1 | 0.5 | -3 | . | -0.3 | 2 | 1.4 | -1 | -4.2 | ?
Cn1cc(-c2nnnn2-c2cccc(C(F)(F)F)c2)c(C(F)(F)F)n1 | 0.5 | 0 | . | -1.4 | 7 | 1.1 | 1 | -0.9 | 2.2
O=C(/C=C/c1ccco1)OCC(=O)c1cccc([N+](=O)[O-])c1 | 0.0 | -7 | -0.4 | -2.8 | 2 | -1.3 | -2 | 0.8 | -0.5
O=C(Nc1nc2ccccc2s1)C1CC(=O)N(c2ccc(F)cc2)C1 (stereo unspecified) | 0.9 | 9 | . | 4.8 | 0 | 2.0 | 1 | -3.6 | 1.7
COc1cccc(-c2cc(C(=O)NCc3ccc(Cl)cc3)no2)c1 | 1.5 | -1 | . | i | 19 | . | 4 | -0.7 | 1.3
COc1ccc(CN2CCNC(=O)C2CC(=O)N2CCCCO2)c(OC)c1 (stereo unspecified) | -1.6 | -1 | 0.8 | i | 4 | . | 2 | -0.1 | 0.0
Cc1c(CCC(=O)O)c(=O)oc2cc3occ(-c4ccccc4)c3cc12 | 2.6 | 23 | -0.7 | -0.8 | 13 | 0.5 | 3 | -4.1 | 1.4
CC1(C)COC(Cn2c3ccccc3c3ccccc32)O1 (stereo unspecified) | 0.8 | 1 | 1.4 | -0.4 | 0 | . | 2 | 0.1 | -3.1
CCOC(=O)C1(C)CCCN(C(=O)c2cccc(OC(F)(F)F)c2)C1 (stereo unspecified) | . | 2 | -1.3 | -0.7 | 0 | 0.9 | -2 | -0.2 | .
COc1ccccc1CCC(=O)OCC(=O)N1CCN(S(=O)(=O)c2ccc(C)cc2C)CC1 | 0.4 | 34 | 5.0 | -0.6 | -1 | -0.3 | 0 | -4.1 | 2.5
